12-LOX inh: inhibitors of human 12S-lipoxygenase ALOX12; purified 12hLO, xylenol orange hydroperoxide absorbance; Potency, µM (series often up to 108 µM), for inactives: top-dose activity change, negative = inhibition, usual class: inhibitors; 1.1% of 580,000 active; active = well fitted inhibition curve with a large enough effect; inconclusive = small, poorly fitted or top-dose-only effect, or another doubt; inactive = no such curve, though single readings can be large or run the other way
Target sequence (P18054 whole entry, looked up): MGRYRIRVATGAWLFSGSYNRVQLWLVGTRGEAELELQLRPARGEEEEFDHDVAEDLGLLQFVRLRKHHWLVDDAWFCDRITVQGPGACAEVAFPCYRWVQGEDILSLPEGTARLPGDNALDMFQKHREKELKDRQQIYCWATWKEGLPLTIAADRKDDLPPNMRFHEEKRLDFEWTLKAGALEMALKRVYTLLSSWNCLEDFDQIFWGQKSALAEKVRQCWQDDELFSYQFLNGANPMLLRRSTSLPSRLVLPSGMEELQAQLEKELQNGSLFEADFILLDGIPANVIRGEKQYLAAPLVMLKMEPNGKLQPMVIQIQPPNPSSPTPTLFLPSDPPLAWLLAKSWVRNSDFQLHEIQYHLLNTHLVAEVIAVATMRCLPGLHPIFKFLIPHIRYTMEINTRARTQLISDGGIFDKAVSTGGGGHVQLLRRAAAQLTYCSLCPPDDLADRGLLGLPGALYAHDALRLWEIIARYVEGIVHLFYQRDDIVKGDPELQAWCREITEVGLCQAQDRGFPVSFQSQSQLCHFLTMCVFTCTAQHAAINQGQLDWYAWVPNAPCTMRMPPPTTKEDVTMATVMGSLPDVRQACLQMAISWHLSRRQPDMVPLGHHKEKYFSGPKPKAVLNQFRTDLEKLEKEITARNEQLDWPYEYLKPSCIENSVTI
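Hydroperoxide product was detected by ferrous iron/xylenol orange as the 573 to 405 nm absorbance ratio. Arachidonic acid at 40 uM (final) was turned over for 30 min at room temperature by 150 nM human 12hLO, pH 7.0 Hepes buffer, after 15 min compound preincubation.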
* = called active by the depositor; ? = inconclusive; [ ] = remark or other dose. % is scaled to controls: 0 for no effect and ±100 for the full control effect; potency is read from the fitted curve at half-maximal effect. Some of the compounds tested, so the mix of outcomes need not match the whole.

| SMILES | 12-LOX inh |
| --- | --- |
| CC1CCN(CC2CCCN(S(=O)(=O)c3ccc(F)cc3)CC2)CC1 (stereo unspecified) | 9% |
| CCC1Oc2ccc(NC(=O)COC)cc2CN(Cc2ccc(Cl)cc2)C1=O (stereo unspecified) | -5% |
| Cc1cc(=O)n(CC(=O)Nc2ccc3c(c2)OCO3)c(-c2ccc(Cl)cc2)n1 | 17% |
| C#Cc1cccc(OCC(C)CN2CCC(C(O)(c3ccccc3)c3ccccc3)CC2)c1 (stereo unspecified) | 61%[activator] |
| COC(=O)[C@]12C[C@H](CC(=O)N3CCOCC3)C(=O)N(Cc3cccc4ccccc34)C1=C[C@H](C(C)C)O[C@@H]2C1CC1 | 27% |
| O=C(c1ccc2[nH]ccc2c1)N1C[C@@H](CO)[C@H](c2nc(C3CC3)no2)C1 | 34%[activator] |
| CN1C(=O)N(CCc2ccccc2)C(=O)C12CCN(Cc1cn[nH]c1-c1ccc(F)cc1)CC2 | 88%[activator] |
| O=C(CN1CC2CC(C1)[C@H]1CCCC(=O)N1C2)NC1CCCCCC1 (stereo partly specified) | 36%[activator] |
| O=C(O)c1cccc(CN2CC(CNc3ccccc3)C3(C2)CN(c2ccccc2)C3)c1 (stereo unspecified) | 13%[176 µM] |
| CNc1ccc(-c2noc([C@@H]3CCCN3Cc3cccnc3)n2)cn1 | 63%[activator][176 µM] |
| Cn1c(CN2CCOC[C@H]2c2ncc(-c3ccc(Cl)s3)[nH]2)nc2ccccc21 | 1%[176 µM] |
| NC(=O)C1(N2CCCCC2)CCN(CCCN2c3ccccc3CCc3ccc(Cl)cc32)CC1 | ? |
| O=C(NC1CCN(c2cnn(Cc3ccccc3)c(=O)c2)CC1)C1CCCCC1 | 60%[activator] |
| CNC(=O)c1cc[nH]c1C1CCCN(C(=O)c2cccs2)C1 (stereo unspecified) | 16% |
| CC(=O)N1CC2(CCN(Cc3ncc[nH]3)CC2)CC1C(=O)O (stereo unspecified) | 37%[activator] |

Six structures from above, sorted by count of non-hydrogen atoms, falling:
| SMILES | 12-LOX inh |
| --- | --- |
| COC(=O)[C@]12C[C@H](CC(=O)N3CCOCC3)C(=O)N(Cc3cccc4ccccc34)C1=C[C@H](C(C)C)O[C@@H]2C1CC1 | 27% |
| C#Cc1cccc(OCC(C)CN2CCC(C(O)(c3ccccc3)c3ccccc3)CC2)c1 (stereo unspecified) | 61%[activator] |
| O=C(NC1CCN(c2cnn(Cc3ccccc3)c(=O)c2)CC1)C1CCCCC1 | 60%[activator] |
| Cc1cc(=O)n(CC(=O)Nc2ccc3c(c2)OCO3)c(-c2ccc(Cl)cc2)n1 | 17% |
| CC1CCN(CC2CCCN(S(=O)(=O)c3ccc(F)cc3)CC2)CC1 (stereo unspecified) | 9% |
| CC(=O)N1CC2(CCN(Cc3ncc[nH]3)CC2)CC1C(=O)O (stereo unspecified) | 37%[activator] |

Additional results.
| SMILES | 12-LOX inh |
| --- | --- |
| O=C(NC1CCCN(c2cc(-c3ccccc3)[nH]n2)C1)c1ccsc1 (stereo unspecified) | -1% |
| CN1[C@@H](CCC(=O)N2CCOCC2)CNC(=O)[C@@H]2[C@H]1CCN2Cc1csnn1 | -21%[176 µM] |
| CCn1nc(C(C)C)cc1C(=O)NCCS(=O)(=O)N1CCCC1 | -1% |
| COc1cc(CNC(=O)CN2CC3CC(C2)[C@H]2CCCC(=O)N2C3)cc(OC)c1 (stereo partly specified) | 3% |
| Cc1cc(C)n(C(C)CNC(=O)c2cccc(CCC(C)(C)O)c2)n1 (stereo unspecified) | 61%[activator] |
| CC(C)CN1C(=O)CO[C@H](c2ccc(NC(=O)C3CCC3)cc2)[C@H]1CO | 34%[activator][176 µM] |
| CNc1nccc(N2CCC(CC(=O)NCCN3CCOCC3)CC2)n1 | 55%[activator] |
| CCCC(=O)OC[C@H]1CN(C2CCCC2)S(=O)(=O)c2c(Oc3ccc(F)cc3)cccc2O1 | -9% |
| Cc1noc(C)c1CC(=O)N1CCCn2cc(-c3ccccc3F)nc21 | 38%[activator] |
| Cc1cc(C(=O)N2CCCC(c3nn(C)c(=O)n3Cc3ccccc3)C2)n(C)n1 (stereo unspecified) | 0% |
| CC(=O)N1CCN(c2ncnc3c2CN(c2ccccc2F)C(=O)CN3C)CC1 | 30% |
| COC(=O)[C@@H](Cc1cccnc1)NC(=O)[C@@H]1CN(C(=O)c2cccc(F)c2)CCN1C(=O)C1CCCCC1 | 25% |
| CN1CC2(CCN(C(=O)c3cc4ccccc4[nH]3)CC2)CC1C(=O)N1CCOCC1 (stereo unspecified) | -8% |
| O=C(Nc1ccc(-c2nnc3n2CCCC3)cc1)Nc1ccccc1Br | 35%[activator] |
| O=C(NC[C@H]1O[C@@H](CC(=O)N2CCN(c3ccccc3)CC2)C(O)[C@@H]1O)c1cccc(F)c1 (stereo partly specified) | -1% |
| COCc1ncc(C)n1CCNC(=O)c1cc(-c2ccc(C)c(C)c2)n[nH]1 | 50%[activator] |
| COc1ccccc1CN1CCCn2nc(C)c(-c3cccnc3N3CCOCC3)c21 | 13%[176 µM] |
| Cc1cc(C2CCCN2C(=O)c2ccn(C)n2)on1 (stereo unspecified) | 16% |
| O=C1c2c(nc(CNCc3ccc4c(c3)OCO4)n2Cc2ccccc2)NCCN1Cc1ccccc1 | 35%[activator] |
| COC(=O)[C@@H]1Cc2ncn(C)c2CN1C(=O)CC(C)(C)CC(=O)O | 9%[176 µM] |
| Cc1ccc2c(C(=O)NCc3ccc(F)cc3Cl)cc(NC(=O)C(C)C)cc2n1 | 9% |
| Cc1cc(C(=O)N2CCC(Oc3ccccc3-c3nc(C4CC4)no3)C2)n[nH]1 (stereo unspecified) | 48%[activator] |
| Cc1cc(CNC(=O)c2cc(-c3ccco3)nc3c(Cl)cccc23)no1 | 1% |
| CC(C)C[C@@H]1COc2cc(Br)ccc2S(=O)(=O)N1Cc1cn(Cc2ccccc2)nn1 | -1% |
| CCOc1ccccc1CN1CCC2(CCN(C(=O)c3ccc(C)cc3)CC2)Oc2ccccc21 | ? |
| O=C1NCCOCCCN(C(=O)c2ccco2)[C@H]2CCCC[C@@H]12 | ? |
| COCCNC(=O)CCc1c(C)nn(-c2ccc(F)cc2)c1Oc1ccccc1F | 10% |
| O=C(NCCn1cccn1)c1cccc(S(=O)(=O)NC2CCNCC2)c1 | 4% |
| Cc1oc2c(c1C(=O)NC(C)c1ccco1)CN(Cc1ccc(F)cc1)CC2 (stereo unspecified) | ? |
| CCOc1ccc2c(n1)CCN(C(=O)Nc1ccc(C)cc1C)C2 | 13% |
| CN(C)C(=O)c1ccnc(-c2nnc3ccc(Nc4ccc(F)c(Cl)c4)nn23)c1 | -4%[176 µM] |
| CCN(Cc1noc(C)n1)C(=O)C1CCC(=O)N(Cc2cccc(F)c2)C1 (stereo unspecified) | 14% |
| COC(=O)C1=C(C)N(Cc2ccccc2C(F)(F)F)C(=NCc2cccc(C(F)(F)F)c2)NC1c1ccc(C(F)(F)F)cc1 (stereo unspecified) | -17% |
| N#CC(=C1Nc2ccccc2S1)c1ccnc(OCc2ccc(CN3CCOCC3)cc2)n1 | -6%[57.4 µM] |
| COc1ccc(NC(=O)c2cn3ccnc(-c4ccc(C)cc4)c3n2)c(OC)c1 | 65%[activator] |
| Cc1[nH]c2ccc(C(=O)N3CCC4(CCCN(C)C4=O)C3)cc2c1C (stereo unspecified) | 28% |
| CN1CCCN(C[C@@H]2CN(C(=O)c3cccn3C3CC3)C[C@@H]2CO)CC1 | 34%[activator] |
| CNC(=O)c1cn2c(n1)CN(C(=O)c1ccccc1F)CC2 | 8%[12.5 µM] |
| O=C1[C@H]2CN(Cc3cccs3)C[C@H]2C(=O)N1Cc1ccc2c(c1)OCO2 | 6% |
| CCOc1ccc(C2Cn3nnc(-c4nc(-c5ccccc5OC)no4)c3CO2)cc1 (stereo unspecified) | 17% |
| CN(c1ccccc1)c1ccc2c(n1)CN(Cc1ccccc1)C(=O)CO2 | -2%[176 µM] |
| CCc1nc2c(=O)n(CC(=O)N3CCN(c4cc(C)ccc4C)CC3)nc(C)c2s1 | 3% |
| CS(=O)(=O)c1ccc(Nc2cc3c(cn2)ncn3Cc2ccco2)cc1 | -1% |
| COc1ccccc1N1CCCc2ncc(C(=O)NCCc3ccccc3)cc21 | 30%[activator][176 µM] |
| CN(C)C[C@@H]1CN(c2ncccn2)C[C@H]1NC(=O)NCCc1ccccc1 | 57%[activator] |
| Cc1nccn1C1(C(=O)O)CCN(Cc2ccccc2F)CC1 | ? |
| CC(C)c1cnc(-c2cccnc2)[nH]1 | 8%[12.5 µM] |
| O=C(NCCOc1ccccc1)C1CN(c2ccc(F)cc2)C(=O)N1 (stereo unspecified) | 35%[176 µM] |
| O=C(O)c1ccc(CC2CCN(C(=O)c3ccccc3Cl)C2)cc1 (stereo unspecified) | ? |
| Cc1ccc(C(=O)NC2CCN(c3cc(C(F)(F)F)ncn3)CC2)s1 | 36%[activator] |
| Cn1nc(C2CCCNC2)c2c(C(=O)NCC(F)(F)F)cc(C3CC3)nc21 (stereo unspecified) | ? |
| C[S+](=O)([O-])N1CC2(CCCN(CC3CCCCC3)C2)Cc2ccccc21 (stereo unspecified) | ? |
| OC1(CN2CCCCC2)CCN(Cc2ccc(F)c(Cl)c2)C1 (stereo unspecified) | 17% |
| COc1ncccc1-c1nccc2c(=O)cc(N(C)C3CCOCC3)oc12 | ? |
| COCc1nc(CCNC(=O)NCCc2ccccc2)no1 | 13% |
| COc1ccc2[nH]cc(CCNC(=O)c3ccc4c(c3)C(O)CCCCCN4C)c2c1 (stereo unspecified) | -7% |
| O=C(NCc1ccccc1C(F)(F)F)c1cc2c(s1)CCN(C(=O)c1ccccc1)C2 | 33%[activator] |
| C=CCNC(=O)[C@@H]1CCCN1[C@@H](C(=O)NC)C1CCCCC1 | -3%[176 µM] |
| CC(C)OCCCNC(=O)c1cc(C2CC2)nc2onc(C3CCCN3)c12 (stereo unspecified) | -3%[6.33 µM] |
| CC(C)Cc1cn(C2CCN(CC(C)c3ccccc3)CC2)nn1 (stereo unspecified) | -1% |

Continuation:
| SMILES | 12-LOX inh |
| --- | --- |
| CCN1c2cc(C(=O)Nc3ccc(Br)cc3)ccc2C(=O)N2CCCC21 (stereo unspecified) | ? |
| O=C(NCc1ccccc1)N[C@H]1CO[C@H]2[C@@H]1OC[C@@H]2n1nnnc1Oc1cccc(N2CCOCC2)c1 | 12% |
| O=C1NCCCCCCN(C(=O)c2ccncc2)[C@H]2C[C@H](c3nc(-c4cnccn4)no3)C[C@@H]12 | ? |
| O=C(C1CCN(c2nc(-c3ccccc3)nc3c2CCC3)CC1)N1C[C@H]2CC[C@H]1C2 | 28% |
| COc1ccc(NC(=O)CCC2CCN(C(=O)c3ccc(OC)o3)CC2)c(OC)c1 | ? |
| CNC(=O)[C@@H](c1ccc(Cl)cc1)N1CCC[C@H]1C(=O)N1CC[C@@H](O)C1 | ? |
| COc1ccccc1-c1cnc2n[nH]c(-c3ccc4c(c3)OCO4)c2n1 | -15%[176 µM] |
| CCOc1ccc(-c2ccnc(NCC3CCNCC3)n2)cc1C(=O)O | ? |
| Cc1cn2nc(C(=O)NC3CCCC3)cc2c(N2CCSCC2)n1 | 24% |
| COc1cccc(CNC(=O)c2c(C)noc2-c2ccccc2Cl)c1 | 2% |
| CN1CCCC1c1nc(C2CN(C(=O)CCCc3nc4ccccc4[nH]3)C2)no1 (stereo unspecified) | 22% |
| COc1ccc(CN2CCC(N3CCCCCC3=O)CC2)cc1 | 16%[176 µM] |
| Cc1cccc(C(=O)N2[C@@H]3CC[C@H]2CC(NC(=O)c2cnc(C)cn2)C3)c1 (stereo partly specified) | 28% |
| CCCCS(=O)(=O)N[C@@H]1CN(C2CCOCC2)C[C@H]1CN(C)C | 78%[activator] |
| Cc1cccc(C(=O)N2C(C(=O)NCc3ccco3)COC23CCN(C(=O)CC(C)(C)C)CC3)c1 (stereo unspecified) | 11% |

Part of the list above, as labelled records:
structure: CN1CCCC1c1nc(C2CN(C(=O)CCCc3nc4ccccc4[nH]3)C2)no1 (stereo unspecified)
  12-LOX inh: 22%

structure: CCN1c2cc(C(=O)Nc3ccc(Br)cc3)ccc2C(=O)N2CCCC21 (stereo unspecified)
  12-LOX inh: ?

Three entries drawn at random from the list so far:
| SMILES | 12-LOX inh |
| --- | --- |
| COc1ccccc1N1CCCc2ncc(C(=O)NCCc3ccccc3)cc21 | 30%[activator][176 µM] |
| COc1ccc(NC(=O)CCC2CCN(C(=O)c3ccc(OC)o3)CC2)c(OC)c1 | ? |
| CCOc1ccccc1CN1CCC2(CCN(C(=O)c3ccc(C)cc3)CC2)Oc2ccccc21 | ? |

(next part)
| SMILES | 12-LOX inh |
| --- | --- |
| CCc1nc(C)c(C(=O)N[C@@H]2c3ccccc3C3(CCNCC3)[C@H]2OC)o1 | 17% |
| COCCn1c(=O)n([C@H]2CCCN(C(=O)NCCc3ccccc3)C2)c2ncccc21 | 41%[activator] |
| CCOc1ccccc1NC(=O)Cn1c(-c2ccccc2)nc(C)c(CCO)c1=O | ? |
| COc1ccc(Cn2c3c(c(=O)n2Cc2ccccc2)CCN(C(=O)c2scnc2C)C3)cc1 | -4% |
| CC(CO)Nc1ncnc2c1CN(C1CCCNCC1)C(=O)CN2C (stereo unspecified) | ? |
| CCN(CC)C(=O)[C@@H]1CCC[C@@H](NCc2nccn2C)CN(C)C(=O)C1 | 36%[activator][176 µM] |
| O=C(C1NCCc2[nH]cnc21)N1CCc2c(nc(CC3CC3)[nH]c2=O)C1 (stereo unspecified) | ? |
| CCOc1ccc(NC(=O)N2CCc3cc(OC)c(OC)cc3C2CNC(=O)CC)cc1 (stereo unspecified) | -1% |
| CN1CCCC2(C1)CN(Cc1cccnc1)c1ccc(C(=O)NCC3CCCCC3)cc12 (stereo unspecified) | 7%[176 µM] |
| COc1ccccc1-c1cc2[nH]ccc2c(C(=O)NCc2c(C)cc(C)[nH]c2=O)n1 | -40%[176 µM] |
| O=C(c1cccc2[nH]ccc12)N1CC[C@@H]2COCCN(Cc3cccnc3)[C@@H]2C1 | 30% |
| COCCC1(NS(C)(=O)=O)CCN(C(=O)c2ccc(OC)nc2OC)CC1 | 28% |
| Cc1nc(N2CCN(C(=O)c3ccccc3)CC2)cc(C(F)(F)F)n1 | 38%[activator] |

Screens as filed in PubChem.
